FXN GAA850 act = FXN promoter activators, primary screen, cell-based, luciferase luminescence, HEK293 lucGAA850; HEK293 lucGAA850 FXN promoter luciferase reporter, 24 h; percent of 10 µM SAHA response; activation, % at 6 µM; hit rate 0.56% among 360,000;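 active = activation above the average of all compounds screened plus 3 SD, cutoff fixed separately per campaign, cut at about 7.5% in these data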;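 also: 0% = DMSO wells and 100% = 10 µM SAHA wells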
sPLA2-III inh = human group III sPLA2 inhibitors, primary screen, biochemical, QFRET, BODIPY PC-A2 liposome substrate. Group 3 secretory phospholipase A2 (Homo sapiens), Q9NZ20. QFRET BODIPY PC-A2 liposome hydrolysis, fluorescence. inhibition, % at 12.2 µM. hit rate 0.56% among 370,000. AID 743126, 2013;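 active = inhibition above mean plus 3 SD of compounds lying within the high and low control bounds, cut at about 19% in these data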;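 also: 0% = median of test compound wells and 100% = no enzyme DMSO wells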
SMARCA2 activ = SMARCA2 (BRM) function activators, primary screen, cell-based, luminescence, high throughput. MG213 cells, MMTV-luciferase reporter, dexamethasone, overnight. activation, % at 9.1 µM. hit rate 1% among 370,000; in the data active = activation above about 7.8%;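 also: 0% = vehicle wells and 100% = reference activator wells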
NR1D1 modulator = modulators of Rev-erb alpha DNA binding, primary screen, biochemical, FITC-DNA, fluorescence polarization, uHTS | Rev-erbα–FITC-DNA binding, 90 min | activity, % at 10 µM | AID 1259318, 2017 | hit rate 0.79% among 370,000;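 active = activity above about 14%, limit read from the data; passing the limit was not always enough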;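 also: 0% = DMSO wells with 35 nM protein and 100% = DMSO wells with 750 nM protein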
ssDAF-12 act = S. stercoralis DAF-12 nuclear receptor activators, primary screen, cell-based, luminescence, HEK293, GRIP1 co-expression, lit1-tk-luc | activation, % at 6.8 µM | HEK293 ssDAF-12/GRIP1 lit1-tk-luc reporter; % of 3 µM dafachronic acid response | Nuclear hormone receptor DAF-12 (Strongyloides stercoralis) | AID 652126, 2013 | hit rate 1% among 370,000;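 active = activation above the mean over all tested compounds plus 3 SD, cut at about 0.9% in these data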;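 also: 0% = DMSO-only wells and 100% = 3 µM delta7-dafachronic acid wells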
PLCb3 inh = human PLC-beta3 inhibitors, primary screen, biochemical, fluorescence; 1-phosphatidylinositol 4,5-bisphosphate phosphodiesterase beta-3 (Homo sapiens), Q01970; Purified PLC-beta3, fluorogenic substrate; inhibition, % at 12.2 µM; hit rate 0.18% among 370,000; AID 720704, 2013; in the data active = inhibition above about 11%;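 also: 0% = median of compound wells on plate and 100% = full blocker control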
Target sequence (Q01970 whole entry, looked up): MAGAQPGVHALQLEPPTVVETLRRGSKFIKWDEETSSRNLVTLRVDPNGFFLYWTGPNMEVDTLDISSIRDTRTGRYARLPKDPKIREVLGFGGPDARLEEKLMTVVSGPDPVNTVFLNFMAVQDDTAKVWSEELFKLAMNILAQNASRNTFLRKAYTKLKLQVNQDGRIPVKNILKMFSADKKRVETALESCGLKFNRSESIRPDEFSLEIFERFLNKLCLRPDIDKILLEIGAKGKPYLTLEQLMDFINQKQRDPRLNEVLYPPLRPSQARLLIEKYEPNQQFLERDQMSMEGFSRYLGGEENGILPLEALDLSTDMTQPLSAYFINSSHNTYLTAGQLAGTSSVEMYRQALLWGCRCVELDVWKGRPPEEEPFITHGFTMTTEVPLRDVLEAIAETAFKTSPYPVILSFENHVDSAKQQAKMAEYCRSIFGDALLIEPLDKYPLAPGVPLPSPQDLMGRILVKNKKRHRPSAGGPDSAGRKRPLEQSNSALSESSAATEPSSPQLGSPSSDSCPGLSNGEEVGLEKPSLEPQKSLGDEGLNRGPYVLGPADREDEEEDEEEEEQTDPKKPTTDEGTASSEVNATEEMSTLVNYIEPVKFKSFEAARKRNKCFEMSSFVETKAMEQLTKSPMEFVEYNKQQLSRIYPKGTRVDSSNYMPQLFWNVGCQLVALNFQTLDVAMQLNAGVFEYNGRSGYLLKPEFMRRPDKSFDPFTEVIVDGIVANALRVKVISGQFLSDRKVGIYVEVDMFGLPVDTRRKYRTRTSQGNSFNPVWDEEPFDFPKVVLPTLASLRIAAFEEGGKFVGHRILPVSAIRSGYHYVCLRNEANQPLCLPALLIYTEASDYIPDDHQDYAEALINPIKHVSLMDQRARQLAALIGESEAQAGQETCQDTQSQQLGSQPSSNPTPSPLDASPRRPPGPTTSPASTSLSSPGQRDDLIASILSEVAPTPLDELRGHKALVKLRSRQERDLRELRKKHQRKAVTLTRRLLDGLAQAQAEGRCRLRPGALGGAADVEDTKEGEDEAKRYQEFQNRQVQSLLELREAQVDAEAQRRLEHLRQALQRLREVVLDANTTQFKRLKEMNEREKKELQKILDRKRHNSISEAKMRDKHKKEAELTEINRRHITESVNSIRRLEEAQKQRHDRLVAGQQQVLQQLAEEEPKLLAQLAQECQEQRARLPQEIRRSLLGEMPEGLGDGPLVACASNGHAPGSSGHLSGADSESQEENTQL
hcDAF-12 act = H. contortus DAF-12 nuclear receptor activators, primary screen, cell-based, luminescence, HEK293, lit1-tk-luc reporter | HEK293 hcDAF-12 lit1-tk-luc reporter; 0% DMSO, 100% Δ7-dafachronic acid | activation, % at 6.8 µM | hit rate 1.4% among 370,000;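 active = activation above the mean of all tested compounds plus 3 SD, cut at about 5.5% in these data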;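 also: 100% = response to 3 µM Δ7-dafachronic acid high control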
PG9 binder = binders of HIV-1 gp120 antibody PG9, primary screen, biochemical, TR-FRET. HIV-1 gp120 / PG9 antibody interaction. TR-FRET gp120-PG9 antibody binding. inhibition, % at 6.7 µM. hit rate 0.43% among 360,000. AID 624416, 2012; in the data active = inhibition above about 8.5%
hgDAF12 agonist = H. glycines DAF-12 receptor agonists, primary screen, cell-based, luminescence, HEK293, GAL4 fusion, UAS-luciferase | Nuclear hormone receptor DAF-12 (Heterodera glycines), GAL4 fusion | HEK293 GAL4-hgDAF12 UAS-luciferase reporter, agonist luminescence; normalized to butyrate control | activation, % at 6.8 µM | hit rate 1.8% among 370,000 | AID 687014, 2013;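 active = activation above a cutoff set at the mean of all screened compounds plus 3 SD, cut at about 10% in these data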;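 also: 0% = DMSO wells and 100% = sodium butyrate wells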
DAX1 inh-1 = DAX1 (NR0B1) inhibitors, primary screen, cell-based, HEK293, Gal4-DAX1, luciferase luminescence; Nuclear receptor subfamily 0 group B member 1 (Homo sapiens), P51843; HEK293 Gal4-DAX1 luciferase reporter; inhibition, % at 6.75 µM; hit rate 0.99% among 340,000; AID 504766, 2011;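 active = inhibition above the mean over all tested compounds plus 3 SD, cut at about 4.2% in these data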;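 also: 0% = DAX1-transfected cells with DMSO and 100% = empty-vector control cells with DMSO; inhibition shows as a rise in luminescence from relieved DAX1 repression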
DAX1 inh-2 = DAX1 (NR0B1) inhibitors on StAR promoter, primary screen, cell-based, luminescence, SF-1 (NR5A1), full-length DAX-1; AID 652010, 2013; HEK293T StAR-luciferase reporter, SF-1/DAX-1 repression relief; inhibition, % at 6.8 µM; hit rate 1.1% among 370,000;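 active = inhibition above the mean over all tested compounds plus 3 SD, cut at about 3.6% in these data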;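 also: 0% = DAX-1 cells with DMSO and 100% = cells lacking DAX-1 with DMSO; higher inhibition means more luminescence from relief of DAX-1 repression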
* marks the source's active call; other numbers are inactive results; i = inactive; / = not tested or not shown.

SMILES	hcDAF-12 act	PLCb3 inh	DAX1 inh-1	SMARCA2 activ	hgDAF12 agonist	FXN GAA850 act	NR1D1 modulator	DAX1 inh-2	ssDAF-12 act	PG9 binder	sPLA2-III inh
O=C(N/N=C/c1ccc[nH]1)c1ccc(COc2cccc3cccnc23)cc1	-6.4	-92	-3.9	-7	-15	-6.8	2	-6.6	-3.5	0.8	5
Cc1nc2ccccc2c(=O)[nH]1	-0.6	3	-0.6	-2	-0.1	1.1	-4	1.3	-0.2	0.3	1
O=C(CCn1c(=O)c2ccccc2n(CC(=O)NC2CCCC2)c1=O)NCc1ccco1	-0.7	0	1.5	1	0.6	-2.2	1	-0.4	-1.1	-2.0	4
O=C(NC1CC1)c1ccc2nc([C@@H]3O[C@H](CO)[C@H](O)[C@H](O)[C@H]3O)[nH]c2c1	0.3	-1	/	-4	-3.2	0.9	0	1.1	-0.7	0.3	9
CCCC[C@H]1C2CC(OC(=O)Nc3ccccc3C)C(C2)[C@H]2CCCCN21 (stereo partly specified)	-1.7	1	/	-3	5.8	/	3	0.0	-0.7	/	19
Cc1nnc2c(Oc3ccccc3)nc3ccccc3n12	-1.7	0	-0.4	-1	0.6	1.1	4	-0.2	-1.3	0.8	-3
Clc1ccccc1-c1nc2ccccc2c2nncn12	-1.5	3	0.1	-1	-1.6	-1.2	1	-1.0	-1.4	-1.7	0
C/C(=N\NC(=S)NCc1ccccc1)c1ccc(Cl)s1	-0.8	-10	0.0	-3	-0.3	0.6	11	0.1	-1.4	-1.1	1
COc1cccc(NC(=O)c2cc(CN3C(=O)c4ccccc4C3=O)ccc2OC)c1	-1.6	0	-0.7	-2	1.5	-0.2	-2	0.1	-1.5	-1.7	-8
CCN(C(=O)COC(=O)CSc1cc(C)c2ccccc2n1)c1ccccc1	0.4	-7	-0.4	-1	0.7	1.0	2	2.1	-0.3	0.5	-2
COc1ccc(C(=O)C(OC(=O)CNC(=O)c2ccco2)c2ccccc2)cc1 (stereo unspecified)	-0.3	3	-0.3	5	1.5	2.8	3	0.5	-0.6	0.2	-4
Cc1c(NC(=O)/C(C#N)=C/c2ccc(-c3ccc(Cl)cc3)o2)c(=O)n(-c2ccccc2)n1C	0.6	2	0.0	3	-2.8	0.3	10	-0.2	-1.4	-4.2	6
COc1ccccc1C1OCC(C)([N+](=O)[O-])CO1 (stereo unspecified)	0.1	2	0.4	-2	-1.5	0.2	-2	-0.7	-0.7	-1.0	-5
COc1cc(OC)cc(C(=O)NNC(=O)c2cc(=O)[nH]c3ccccc23)c1	-0.2	-37	-0.6	-2	1.0	-0.1	8	0.8	-1.2	0.3	8
NC(=O)CC(NC(=O)Cc1cccc2ccccc12)c1ccc(NC2CCC2)c([N+](=O)[O-])c1 (stereo unspecified)	-1.1	5	0.1	-1	-0.7	1.2	8	0.7	-1.4	0.5	-2
CCOC(=O)C(NC(C)=O)(Nc1ccc(S(=O)(=O)Nc2cc(C)nc(C)n2)cc1)C(F)(F)F (stereo unspecified)	-0.8	3	-1.5	-1	-1.8	-1.9	3	-0.6	-0.8	2.4	-1
COc1ccc(NC(=O)C2OC3OC(C)(C)OC3C3OC(C)(C)OC23)cc1 (stereo unspecified)	-1.1	2	0.4	4	1.7	-1.5	-6	0.4	-1.4	-1.3	10
COc1ccc(C2CC(=O)c3c(O)cc(O)cc3O2)cc1O (stereo unspecified)	0.3	1	4.8*	5	8.8	0.7	0	3.5	-0.9	-2.6	-2
NC(=O)c1nsc(C(=O)N(CC(=O)NCc2ccc3c(c2)OCO3)C2CCCCC2)c1N	-0.8	-65	-1.1	0	-0.3	0.7	-1	-0.3	-0.7	2.0	9
CCOC(=O)Cc1csc(NC(=O)CCCc2ccccc2)n1	-0.5	-3	1.0	2	1.5	3.3	2	-0.1	-1.0	0.4	0
COC(=O)c1ccccc1C(=O)N(c1ccccc1)c1ccccc1	-0.4	-5	-2.3	1	-1.3	0.4	-5	-0.4	-1.5	-1.3	-5
COC(=O)CSc1nnc(-c2ccco2)n1-c1ccc(C)cc1	0.1	0	1.6	1	-1.9	2.0	-3	0.0	-1.4	-0.2	0
Cc1cc(C)n2c3c(c(C#N)c2n1)CC(C)(C)OC3	-0.8	i	-0.1	-1	1.4	3.9	-2	-0.6	-1.2	1.6	8
O=C(CN1CCN(c2ccccc2)CC1)Nc1nccs1	0.3	-2	0.4	0	-0.1	0.1	-1	0.2	-0.5	1.2	6
O=C(NCc1ccc(Cl)cc1)c1cc2c(nc3sccn32)s1	-1.4	-17	-1.8	-3	-3.5	0.8	25*	-2.5	-0.9	28*	-3
COCCNC(=O)CSc1nnc(-c2ccccc2F)n1Cc1ccccc1	-2.8	2	-0.6	1	1.6	2.3	9	-0.2	-0.9	-0.2	4
COc1cccc(-c2nnc(NC(=O)C3CCCCC3)o2)c1	-1.0	0	2.4	-1	1.1	0.9	6	0.1	-1.1	-0.8	2
O=c1oc2ccccc2c(O)c1Sc1ccc(Cl)cc1	-0.1	-39	-1.0	-6	-0.1	-1.1	-8	-0.2	-1.4	6.0	7
Nc1ncnc2c1ncn2C1CCC(CO)C(O)C1 (stereo unspecified)	-0.9	1	1.6	1	0.1	1.2	3	-0.1	-0.6	-0.9	8
C[C@@H](c1ccccc1)N1C[C@H](COCc2ccccc2)Oc2cc(N3CCC[C@@H]3CO)ccc2S1(=O)=O	1.1	-15	/	-6	1.2	/	1	0.4	-0.8	-2.5	-1
Cc1ccc(OCc2nnc(SCC(=O)N3c4ccccc4Sc4ccc(Cl)cc43)o2)cc1	0.2	0	-1.1	-4	0.5	3.0	7	-1.2	-0.9	-1.6	1
COc1cccc(C2C(C(=O)/C=C/c3ccco3)=C(O)C(=O)N2CCN2CCOCC2)c1 (stereo unspecified)	0.9	-23	0.2	2	-0.8	-0.5	-1	-1.3	-1.8	-0.7	-8
O=C(CSc1nc(-c2ccco2)cc(C(F)(F)F)n1)Nc1ccc2c(c1)OCO2	-0.8	5	-1.2	-2	-1.2	2.5	-1	-0.4	-0.6	1.2	-1
Cc1sc2nc3c(SC(C)C(=O)O)cc(C(=O)c4ccccc4O)cn3c(=O)c2c1C (stereo unspecified)	0.7	-70	0.1	3	0.1	3.4	-1	-0.3	-0.3	-4.4	-14
COc1ccc(NS(=O)(=O)c2ccc(OC)c(OC)c2)cc1OC	-1.8	4	2.8	-4	-2.1	1.0	-6	-1.2	-1.3	2.2	2
COc1ccc(Cl)cc1NC(=O)C1CC(=O)N(c2ccc(F)cc2)C1 (stereo unspecified)	-1.8	1	0.3	1	0.9	0.2	-3	0.1	-1.0	-0.4	-3
Cc1ccc(/C=C/C(=O)OCC(=O)Nc2cccnc2Cl)cc1	-0.6	-4	0.5	5	-0.5	0.1	-12	0.8	-1.3	-1.7	-7
O=C1CN(S(=O)(=O)c2ccc([N+](=O)[O-])cc2)CC(=O)N1	-1.4	-6	0.5	-2	-0.7	-1.8	0	-0.1	-0.6	-0.2	-3
Cc1ccc(SCC(=O)NNC(=O)c2ccc(S(C)(=O)=O)cc2)cc1	0.4	3	0.8	-2	1.4	-0.5	0	-0.3	-0.5	0.3	-2
Clc1ccc(-c2nc3ncccn3c2Nc2ccc3c(c2)OCO3)cc1	-0.8	-9	-1.7	0	-2.4	0.3	5	-0.4	-0.9	1.5	9
Clc1ccccc1Nc1ncnc2c1nnn2Cc1ccccc1	-2.2	-23	-0.9	-1	1.6	-0.6	-3	0.0	-1.6	-1.0	-1
C=CCc1ccccc1OCC(O)CN1C(=O)c2ccccc2C1=O (stereo unspecified)	1.0	-3	-0.5	0	0.3	1.8	-2	0.1	-1.1	-0.9	-1
Oc1ccc(CNc2ccc(F)cc2)c2cccnc12	-0.8	-6	0.8	-1	0.8	2.2	3	-0.6	-1.1	-2.4	4
CC(CN1CCC(n2nccc2NC(=O)C2CCCC2)CC1)c1ccccc1 (stereo unspecified)	-0.7	-4	0.4	-2	-1.5	1.2	3	1.0	-1.0	-0.3	4
CCOc1ccc(C(C)=O)cc1CSc1nnc(N)s1	0.2	-6	-1.4	-2	-0.7	3.0	-1	-1.3	-1.4	-1.9	0
CC1(C)CC(=O)C2=C(C1)Nc1ccccc1N(C(=O)C1CC1)C2c1ccco1 (stereo unspecified)	-1.9	-47	-1.1	-1	-4.3	1.2	-1	0.0	-1.7	-2.7	8
C=C(C)CSc1[nH]c(=O)cc(C)c1C#N	2.1	2	/	2	-0.7	2.8	-1	-0.1	-0.4	-0.3	1
Cc1cc(C)c(NC(=O)CSc2nc3ccc(N4C(=O)c5ccccc5C4=O)cc3s2)c(C)c1	0.4	-10	3.0	-2	1.9	-1.0	4	-0.9	-1.6	0.9	4
CCOC(=O)C1(CCCc2ccccc2)CCN(C(=O)CCCn2cncn2)CC1	0.1	2	-1.3	2	-0.4	0.2	-1	-0.6	-1.5	-2.4	0
CCOC(=O)C1=CC[C@@H](c2ccccc2)N(S(=O)(=O)c2ccc(C)cc2)[C@H]1C	-1.5	-3	/	0	-0.9	/	2	-0.4	-0.6	-0.2	1
COc1ccccc1C(C)NC(=O)CCNC(=O)c1ccc(Cl)cc1 (stereo unspecified)	0.0	-6	0.4	-2	2.9	-0.9	-11	1.6	-2.0	-0.5	10
CC(=O)c1ccc(NC(=S)NC2CCCC(C)C2C)cc1 (stereo unspecified)	-0.4	-3	-0.2	-2	1.6	0.8	0	0.0	-0.4	-3.1	8
CC(Sc1nc(-c2ccc(F)cc2)cs1)C(=O)N1c2ccccc2CC1C (stereo unspecified)	1.3	0	0.0	1	2.7	0.3	0	-0.3	-1.2	-2.6	0
COc1cccc(-c2cc(C(=O)NCc3ccco3)no2)c1	2.1	0	-0.1	8.4*	9.0	3.4	-1	2.2	-0.8	-0.5	-3

Compound activity deposited in PubChem by several laboratories.

An unsorted share of the library (roughly 7% active in at least one column).
